GRK2 aptamer HTS: blocks RNA aptamer binding to human GRK2; bead flow cytometry, FAM-aptamer displacement from GRK2; 0.59% of 330,000 active; inhibition of aptamer binding, % at 10 µM; AID 488847; P25098;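 active = inhibition of aptamer binding above 40%, roughly 3 SD of noise, on plates passing a quality check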;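 note: median bead fluorescence of bound FAM aptamer so fluorescent compounds give negative values; no value below 0 was filed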
PP1 counter: blocks human PP1-alpha phosphatase, a PP5 counter-screen; 0.9% of 320,000 active; purified PP1alpha, OMFP fluorescence; P62136; inhibition, % at 6.7 µM; AID 2235;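 active = inhibition above the mean inhibition of all tested compounds plus 3 SD, computed separately for each screening campaign, cut at about 15% in these data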
Target sequence (P62136 whole entry, looked up): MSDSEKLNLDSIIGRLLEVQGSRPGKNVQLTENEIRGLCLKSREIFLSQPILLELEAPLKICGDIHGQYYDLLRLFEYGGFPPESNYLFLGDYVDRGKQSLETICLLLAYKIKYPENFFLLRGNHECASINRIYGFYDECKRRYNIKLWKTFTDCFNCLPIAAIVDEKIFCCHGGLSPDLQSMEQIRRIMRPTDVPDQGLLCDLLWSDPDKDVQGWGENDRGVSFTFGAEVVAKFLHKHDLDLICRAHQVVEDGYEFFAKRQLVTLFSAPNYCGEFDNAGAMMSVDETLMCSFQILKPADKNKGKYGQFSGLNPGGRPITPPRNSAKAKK
core dimer inh: blocks dimerization of HCV core protein. TR-FRET GST/Flag-core106 dimerization, 1536-well. inhibition, % at 5 µM. 0.33% of 300,000 active. AID 1899;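 active = inhibition above the mean of all tested compounds plus 3 SD, set per screening campaign, cut at about 45% in these data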
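Material: Tagged HCV core106 pair (GST and Flag) | Amount: GST-core106 13.5 nM, Flag-core106 17 nM | Medium: KF-containing HEPES buffer, pH 7.45, DTT, CHAPS, BSA | Reagent: Eu donor and XL665 acceptor anti-tag antibodies | Schedule: 4 h at 22.5 °C | Technique: Time-resolved FRET, ex 340 nm, em 617 and 671 nm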
CTSL1 counter: cathepsin L1 inhibition, PFM18AAP counter-screen. 0.49% of 300,000 active. inhibition, % at 5.96 µM. recombinant F. hepatica cathepsin L1, Z-Leu-Arg-MCA fluorescence;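 active = inhibition above the mean of all tested compounds plus 3 SD, set per screening campaign, cut at about 17% in these data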;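 note: 0% = plate median of test compound wells and 100% = 1 µM Z-Phe-Ala-diazomethylketone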
procasp7 counter: activates human procaspase-7, counter-screen for procaspase-3 activators. P55210. recombinant procaspase-7, Ac-DEVD-pNA absorbance 405 nm; D23A/D198A/D206A triple mutant, cannot self-cleave; scale: DMSO 0, 5 µM enzyme 100. activation, % at 8.5 µM. 0.093% of 330,000 active. AID 463210;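 active = percent activation above the screen-wide mean plus 3 SD, cut at about 25% in these data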
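Assay system: Uncleavable procaspase-7 mutant enzyme | Input: 2 µM procaspase-7 mutant as dispensed | Timing: 1 h compound preincubation, 2 h substrate cleavage, 25 °C | Repeats: One well per compound | Control set: DMSO wells as 0%, DMSO with 5 µM added PC-7 as 100% | Technique: Epi-absorbance of released pNA at 405 nm, two timepoints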
JMJD2C inh: human JMJD2C demethylase inhibition. Q9H3R0. inhibition, % at 2.35 µM. GST-JMJD2C(1-420) H3K9me3 demethylation, DELFIA europium. 0.069% of 330,000 active;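 active = more than half of a compound's replicate wells show inhibition beyond 50%, single wells judged on their own value; inconclusive = some, but no more than half, of replicates pass 50% inhibition; inactive = no replicate passes 50% inhibition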;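 note: signal counts dimethyl H3K9 product captured on neutravidin plate; 0% = median of DMSO wells and 100% = 0.3 times that DMSO median; strong numbers were not always called active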
proCasp3 act: activators of human procaspase-3; P42574; recombinant procaspase-3 D3A, Ac-DEVD-pNA absorbance 405 nm; activation, % at 8.5 µM; 0.11% of 330,000 active;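 active = activation above the mean of all tested compounds plus 3 SD, cut at about 21% in these data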;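 note: 0% = DMSO alone and 100% = DMSO wells spiked with extra 5 µM PC-3 D3A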
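Test system: Procaspase-3 D3A mutant; medium: Zinc-free HEPES/NaCl buffer with 0.01% Triton X-100 at pH 7.4; reagent: DEVD-pNA substrate; doses: one concentration, 8.5 µM nominal, 0.8% DMSO; times: 1 h preincubation plus 2 h reaction at 25 °C; signal: Epi-absorbance at 405 nm of released p-nitroaniline, 0 and 120 min; replicates: singlicate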
VLA-4 inh: inhibition in a human VLA-4 binding assay; P13612; VLA-4 expressing cells, ligand binding flow cytometry; inhibition, % (about 7 µM as worked out from the volumes in the protocol); 0.2% of 330,000 active; AID 2557; in the data active = inhibition above about 50%
PP5 primary: inhibitors of human protein phosphatase 5 (PP5); P53041; purified PP5c, OMFP substrate fluorescence; inhibition, % at 6.7 µM; 0.18% of 320,000 active;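 active = inhibition above the campaign's mean inhibition across all tested compounds plus 3 SD, cut at about 9.5% in these data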;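 note: 0% = DMSO only and 100% = 100 µM cantharidin control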
Target sequence (P53041 whole entry, looked up): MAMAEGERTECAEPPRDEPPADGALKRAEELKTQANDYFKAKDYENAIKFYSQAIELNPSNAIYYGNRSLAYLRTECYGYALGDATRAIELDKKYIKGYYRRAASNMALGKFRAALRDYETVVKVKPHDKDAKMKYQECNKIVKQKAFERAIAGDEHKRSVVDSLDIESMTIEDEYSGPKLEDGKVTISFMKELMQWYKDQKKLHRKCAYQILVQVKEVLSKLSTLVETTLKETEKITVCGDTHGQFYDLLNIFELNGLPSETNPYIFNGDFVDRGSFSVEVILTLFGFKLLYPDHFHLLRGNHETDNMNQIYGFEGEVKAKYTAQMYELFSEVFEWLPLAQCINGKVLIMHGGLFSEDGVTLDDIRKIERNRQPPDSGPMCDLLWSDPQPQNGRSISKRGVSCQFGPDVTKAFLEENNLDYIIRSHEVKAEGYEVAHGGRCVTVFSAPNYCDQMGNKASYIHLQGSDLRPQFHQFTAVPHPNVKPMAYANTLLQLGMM
* hit, by the source's call; ? = inconclusive; · = no result given.

Molecule	VLA-4 inh	procasp7 counter	PP1 counter	GRK2 aptamer HTS	PP5 primary	core dimer inh	CTSL1 counter	JMJD2C inh	proCasp3 act
CCOC(=O)c1c(NC(=O)c2ccc(S(=O)(=O)N3CCOCC3)cc2)sc2c1CCN(C(C)C)C2	11	-3	-3	0	0.8	2	0	1	4
Cc1ccc2c(c1)C(=O)C(=O)N2CC(=O)Nc1ccc(N2CCOCC2)cc1	1	3	-5	5	-1.0	-2	2	5	4
CC1CCC(NC(=O)c2ccc3c(c2)S(=O)(=O)c2ccccc2C3=O)CC1 (configuration not stated)	-21	-3	-1	0	-0.9	18	2	-6	7
Fc1cccc(CN2CCN(Cc3nc(CCc4ccccc4)no3)CC2)c1	14	7	-4	0	1.4	0	2	5	5
COC(=O)CCCC(=O)NCC1(N(C)Cc2ccccc2)Cc2ccccc2C1	22	6	0	2	0.8	4	1	18	-4
CC(C(=O)N(C)C1CCS(=O)(=O)C1)N1C(=O)/C(=C/c2cccs2)SC1=S (configuration not stated)	1	2	-3	0	0.1	-1	5	-22	-6
CCOC(=O)C1CCCN(C(=O)c2ccc(C(=O)c3ccccc3)cc2)C1 (configuration not stated)	1	-5	2	2	-1.0	·	·	1	2
COc1ccc(-c2cc(CN3C(=O)c4ccccc4C3=O)on2)cc1	-1	-5	-1	0	1.1	7	-2	-1	3
Cc1ccc(CN2CCN(/N=C/C=C/c3ccccc3[N+](=O)[O-])CC2)cc1	13	-11	-1	0	3.0	4	0	4	8
CC1CCN(C(=O)CSc2nnc(CNC(=O)c3ccc(S(=O)(=O)N(C)C)cc3)o2)CC1	23	-4	-5	0	-1.0	-1	2	9	-4
Cc1cc(C)c(C(N)=O)c(Nc2cccc(Cl)c2)n1	7	-8	-3	0	0.6	2	0	-1	-8
O=C(NCc1ccc(F)cc1)N1CCc2ccccc2C1	-7	5	1	5	1.5	-7	1	7	5
Cc1ccc(S(=O)(=O)N2CCOCC2)cc1NC(=O)Cn1nc(C)c([N+](=O)[O-])c1C	7	4	-5	1	0.4	-3	2	0	15
COc1ccccc1NC(=O)c1c(NC(=O)CCC(=O)O)sc2c1CCCCC2	5	-11	0	0	2.6	1	0	-4	-17
COc1cc(C(=O)NNC(=O)Nc2ccc([N+](=O)[O-])cc2)cc(OC)c1OC	4	-6	2	3	1.2	-4	0	-2	1
CCC(Cc1ccccc1)NS(=O)(=O)c1c(C)nc2sccn2c1=O (configuration not stated)	-5	-8	2	1	-0.5	-21	1	2	3
Cc1ccc(S(=O)(=O)N(CC(=O)NCc2ccncc2)Cc2ccc(F)cc2)cc1	-11	-3	-3	1	-0.9	5	0	0	0
O=C(CCc1nnc(C2CCCCC2)o1)N1CCN(C2CCCCC2)CC1	0	9	-4	3	-0.5	5	0	8	-2
CCc1nnc(NC(=O)C2COc3ccccc3O2)s1 (configuration not stated)	6	8	-1	0	0.2	0	-1	12	2
O=C(CSc1nc2ccccc2[nH]1)NCc1ccco1	7	-4	-1	2	1.7	1	6	4	-2
CC(C)CNC(=O)c1cccc(NC(=O)c2ccco2)c1	6	9	0	0	-0.1	5	0	4	-1
Cc1ccc(NC(=S)NCc2cccs2)cc1	5	-1	-2	0	-0.3	-3	1	0	4
O=C(O)CC1NC(=O)N(C2CCCCC2)C1=O (configuration not stated)	17	-5	1	0	0.8	9	1	0	0
CCN(Cc1ccccc1)C(=O)c1cccc(S(=O)(=O)N2CCN(Cc3ccccc3)CC2)c1	4	1	-1	0	-0.1	6	3	2	4
COCCCNC(=O)C(=O)NCC(c1ccco1)N1CCN(c2ccc(OC)cc2)CC1 (configuration not stated)	17	6	-2	0	1.1	-2	-1	20	3
COc1ccc(NC(=O)C2CCCN(C(=O)c3ccc(Cl)cc3)C2)cc1S(=O)(=O)N(C)C (configuration not stated)	-2	-4	3	5	1.2	·	·	5	4
CN(CCc1ccccn1)C(=O)CCC1CCCN(C(=O)CN2CCCCCC2)C1 (configuration not stated)	8	2	-1	0	0.0	-2	-1	0	2
Cc1cccnc1NC(=O)Nc1ccc(Cl)cc1	4	4	-1	·	4.0	-4	0	6	-7
CC1(C)Cc2cccc(Oc3cc(NN4CCCCC4)c([N+](=O)[O-])cc3[N+](=O)[O-])c2O1	-1	-11	-6	6	0.7	16	0	?	1
COc1cccc(NC(=O)CN(C)C(=O)c2cccnc2Sc2ccc(C)c(C)c2)c1	2	9	-5	2	1.6	1	1	-5	4

Molecule	VLA-4 inh	procasp7 counter	PP1 counter	GRK2 aptamer HTS	PP5 primary	core dimer inh	CTSL1 counter	JMJD2C inh	proCasp3 act
Cc1ccc2c(c1)N(Cc1ccccn1)C(=O)C(C)O2 (configuration not stated)	2	2	2	0	0.5	3	0	-2	-3
Cc1ccc(OCC(=O)OCC(=O)Nc2ccc3c(c2)OCO3)cc1C	3	-15	·	0	·	·	·	1	2
O=C(COC(=O)/C=C/c1ccccc1[N+](=O)[O-])NCC(F)(F)F	-11	8	-7	0	-0.3	3	-11	11	-2
O=C(COC(=O)Cc1ccc([N+](=O)[O-])cc1)NCc1ccc2c(c1)OCO2	-4	3	·	0	·	·	·	-2	-4
Cc1nc2cc(NCc3ccccc3O)ccc2n1Cc1ccccc1	23	3	0	0	3.6	-7	-1	-7	-6
O=C(COC(=O)c1cc(=O)[nH]c2ccccc12)c1cccs1	5	-12	-1	2	0.3	7	1	-3	-4
Cc1nc(N2CCOCC2)nc2c1CCCC2	3	7	-3	0	-1.9	-1	0	3	-5
CCOC(=O)NN1C(=O)c2ccccc2NC1c1cccnc1 (configuration not stated)	-6	-5	-1	0	-0.6	-2	0	0	7
CC(=O)NC(c1ccco1)c1cc(F)c2cccnc2c1O (configuration not stated)	18	13	-2	1	1.1	·	·	2	-3
CCOC(=O)c1sc(NC(=O)/C=C/c2ccc(F)cc2)nc1C	1	4	2	3	1.1	0	-1	0	-5
CN(C(=O)COc1ccccc1C(=O)NCCc1ccccc1)c1ccccc1	23	1	-2	1	1.2	6	-1	1	5
CCn1cc(C(=O)NCc2ccc(Cl)cc2)c(=O)c2cc(S(=O)(=O)N(C)C)ccc21	-15	7	9	2	3.0	8	5	4	-2
Cc1ccc(-c2cc(C(=O)NCC3CCCO3)no2)cc1 (configuration not stated)	7	-4	-6	4	2.1	1	9	?	11
COc1ccc(CCCc2n[nH]c(=S)n2C)cc1C	8	-11	-1	0	1.5	-1	1	7	3
COC(=O)C1CN(C(=O)COc2ccc(C)cc2)c2ccccc2O1 (configuration not stated)	5	-8	-3	0	0.8	5	1	-11	-5
CC1CCc2[nH]nc(C(=O)O)c2C1 (configuration not stated)	7	4	-5	0	1.9	-1	-4	2	6
O=[N+]([O-])c1c(NCCCO)cc(SCc2ccco2)c2nonc12	9	0	2	6	-1.4	10	-1	11	-4
Cc1noc(C)c1C(=O)OCC(=O)N1CCc2ccccc21	0	-7	·	2	·	·	·	-5	6
Cc1ccccc1OCCC(=O)OCC(=O)N1CCN(S(=O)(=O)c2ccc(Cl)cc2)CC1	-13	0	1	1	2.8	4	-35	2	1
CCOC(=O)N1CCN(C(=O)CCN2C(=O)/C(=C\c3ccccc3OC)SC2=S)CC1	5	6	0	2	1.4	2	-1	1	-4
Nn1c(=S)[nH]nc(Cc2ccc(O)cc2)c1=O	5	7	1	0	1.0	-3	4	-1	-4
COc1ccc(Cn2nnnc2C(c2cc3cc(C)ccc3[nH]c2=O)N2CCOCC2)cc1 (configuration not stated)	14	3	1	4	2.2	0	2	12	-1
O=C(COC(=O)/C=C/c1cccc(C(F)(F)F)c1)NCCN1C(=O)CSC1=O	-3	2	-5	4	1.0	·	·	9	3
CCOC(=O)c1sc(=NC(=O)COc2ccc(Cl)cc2)n(C)c1C	0	5	-3	0	0.8	-3	6	-4	7
O=C(CSc1nnc(-c2ccc(OC(F)F)cc2)o1)NC(=O)NCc1ccco1	6	-9	1	17	3.4	16	-1	-8	-2
CCCCc1cc(=O)oc2c(CN3CCCC3)c(O)c(Cl)cc12	6	1	0	4	4.4	5	5	·	1
O=C(CC1C(=O)NCCN1C(=O)Nc1ccc(F)cc1F)Nc1ccc(F)cc1 (configuration not stated)	3	-6	0	1	2.6	-1	0	-11	-3
CCOC(=O)N1CCC(NC(=O)c2ccc(OC)c(CN3CC(=O)N4CCCC4C3=O)c2)CC1 (configuration not stated)	3	0	-3	0	-1.6	3	3	-9	-2
C/C(=N\NS(=O)(=O)c1ccccc1)c1ccc2c(c1)OCCO2	8	5	-2	0	1.3	0	3	13	3
COc1ccc(C(=O)NC(=O)CSc2n[nH]c(N)n2)cc1	-4	6	·	1	·	·	·	0	19

Molecule	VLA-4 inh	procasp7 counter	PP1 counter	GRK2 aptamer HTS	PP5 primary	core dimer inh	CTSL1 counter	JMJD2C inh	proCasp3 act
CCOC(=O)c1cn(-c2c(C)n(C)n(-c3ccccc3)c2=O)c2c(F)c(F)c(F)cc2c1=O	-5	4	1	2	-3.5	2	1	-8	-4
CN1CCN(CCC(=O)N/N=C/c2cc([N+](=O)[O-])ccc2O)CC1	7	-1	2	1	3.5	2	1	1	7
Cc1nc([N+](=O)[O-])c(NCCCO)n1Cc1ccccc1	0	-1	-2	0	2.3	-13	5	10	4
O=C(COc1ccccc1F)NCc1ccc(-n2cccc2)cc1	3	1	0	0	1.8	3	3	-7	-3
CCOc1ccccc1N(C)S(=O)(=O)c1ccc2[nH]cc(C(=O)N(CCOC)CCOC)c(=O)c2c1	-12	9	3	0	-1.2	6	-1	-10	4
COc1ccc(-c2cc3c(=O)n(CC(=O)Nc4ccc(C(C)=O)cc4)ncn3n2)cc1	-5	-1	-1	0	1.6	4	3	3	3
C=CCc1ccc(OCCn2cccc2C=O)c(OC)c1	1	7	0	4	1.2	-3	-3	4	3
COc1ccccc1CNC(=O)CCNS(=O)(=O)c1cc(Br)cnc1N	-12	3	-1	0	0.0	2	0	0	0
O=C(CSc1ncn[nH]1)c1ccc2c(c1)OCO2	4	-3	-8	0	4.0	-4	-2	-2	3
Cc1sc2nc(CC(N)=O)[nH]c(=O)c2c1-c1ccccc1	21	-15	-4	0	1.8	0	-2	10	5
CC(OC(=O)CN(C)S(=O)(=O)c1ccc(Cl)cc1)C(=O)Nc1cccc(Cl)c1 (configuration not stated)	2	5	2	0	3.6	5	-37	-2	6
